Assay outcomes deposited in PubChem by National Center for Advancing Translational Sciences (NCATS).
BRCA1 expr up: activators of BRCA1 expression | MCF7-BRCA1-FFLuc reporter, luminescence, 48 h; response scale: scaled: vehicle 0%, 10 µM genistein 100% | Potency, µM (highest dose often 46.1 µM), inactives show at the highest dose activation, usual class: activators | 1.1% of 380,000 active | AID 624202; note: nearly all actives have a fitted effect of over 80% in size; some results filed as inactive show a strong effect at the top dose
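Using MCF7 cells harboring a BRCA1 firefly luciferase reporter, plated 2 h before compound pinning, the screen measured luminescence after 48 h incubation. Responses were normalized to DMSO and 10 microM genistein, then fitted for concentration-effect.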
MBNL1-CUG inh: inhibitors of human MBNL1 binding to CUG repeat RNA; Potency, µM (highest dose often 57.5 µM), for the others: top-dose activity change, negative = inhibition, usual class: inhibitors; AID 2675; Q9NR56; 0.036% of 280,000 active; TR-FRET MBNL1-His/biotin-(CUG)12 binding, 665/545 ratio; active = well fitted inhibition curve with a large enough effect in the signal ratio, with a control signal flat, not every such curve was filed as active; inconclusive = small, poorly fitted or top-dose-only effect, or effect the other way, or a change in a side signal; inactive = no such curve, though single readings can be large or run the other way; the % refers to the signal ratio; note: % is set by controls: 0 for no effect and ±100 for the full control effect
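His-tagged MBNL1 binding to biotinylated (CUG)12 RNA was measured by TR-FRET using terbium anti-His antibody (0.055 ng/ul final) and streptavidin-XL665 (5 nM final). Compounds were titrated 92 nM to 58 uM; 60 min at room temperature.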
ELG1 genotox: inducers of genotoxicity in HEK293T ELG1-luciferase cells; Potency, µM (highest dose often 46 µM), inactives show at the top dose activity change, positive = activation, actives largely listed as activators; 1.3% of 330,000 active; AID 504466; HEK293T ELG1-luciferase reporter, luminescence, 16 h; note: % of control where 0% means no effect; nearly all actives have a fitted effect of over 60% in size
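Step 1: seed 2,000 HEK293T ELG1-luciferase cells per well. Step 2: add compound or DMSO, incubate 16 hr at 37 °C. Step 3: ONE-Glo, 30 min at room temperature, read luminescence.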
FLuc modulator: counter-screen for miR-21 project: firefly luciferase inhibitors or activators | purified FLuc, Km substrates, luminescence inhibition | Potency, µM (doses to about 57.5 µM), for inactives: at the highest dose activity change, negative = inhibition, usual class: inhibitors | 6.9% of 360,000 active;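 note: plate controls were vehicle for no effect and reference inhibitor for full effect; nearly all actives have a fitted effect of over 55% in size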
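Biochemical qHTS of compounds, final roughly 60 µM downward over six points, against 10 nM purified firefly luciferase using Km concentrations of substrates (10 uM D-luciferin, 10 uM ATP) in Tris acetate pH 7.5 buffer; luminescence output.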
uPA surface inh: cell surface uPA generation inhibition; cell surface uPA generation assay, qHTS; Potency, µM (doses to about 38.3 µM), for the others: at the top dose activity change, negative = inhibition, actives largely listed as inhibitors; 0.31% of 330,000 active; AID 540303; active = well fitted inhibition curve with a large enough effect; inconclusive = small, poorly fitted or top-dose-only effect; inactive = no such curve, though single readings can be large or run the other way; tested in mouse RAW 264.7 cells; note: % is set by controls: 0 for no effect and ±100 for the full control effect; nearly all actives have a fitted effect of over 55% in size
RORg inh: blocks mouse ROR gamma transcriptional activity; P51450; Drosophila S2 Gal4-RORgamma UAS-luciferase reporter, 20 h; Potency, µM (series often up to 53.6 µM), for inactives: at the highest dose activity change, negative = inhibition, hits mostly inhibitors; 5.4% of 310,000 active; AID 2551; note: % is set by controls: 0 for no effect and ±100 for the full control effect; nearly all actives have a fitted effect of over 60% in size
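ROR gamma transcriptional activity was tracked as Gal4-UAS luciferase output in stably transfected Drosophila Schneider cells, with compound added 1 hr before 700 uM copper sulfate induction and a 20 hr ambient-temperature incubation.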
MLL CXXC-DNA inh: inhibitors of human MLL CXXC domain-DNA interaction. Q03164. MLL-CXXC / FITC-HOXA9 DNA fluorescence polarization. Potency, µM (highest dose often 115 µM), for inactives: at the highest dose activity change, negative = inhibition, actives largely listed as inhibitors. 0.037% of 290,000 active; active = well fitted inhibition curve with a large enough effect in the polarisation, with a control signal flat, not every such curve was filed as active; inconclusive = small, poorly fitted or top-dose-only effect, or effect the other way, or a change in a side signal; inactive = no such curve, though single readings can be large or run the other way; the % refers to the polarisation
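Steps: dispense CXXC domain solution (7 uM) → pin compounds or unlabeled HOX-A9 DNA control → 5 min ambient → add FLSN-HOX-A9 solution (50 nM) → spin → 30 min ambient → fluorescence polarization. Tris pH 7.5/NaCl/DTT/BSA buffer.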
NPC1 promoter act: activators of NPC1 promoter; 2.4% of 320,000 active; Huh7 NPC1 promoter luciferase reporter, 24 h; Potency, µM (series often up to 9.22 µM), inactives show at the top dose activation, hits mostly activators;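 note: % of control where 0% means no effect; nearly all actives have a fitted effect of over 60% in size; reporter is driven by a mutant NPC1 promoter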
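Stably transfected Huh7 (NPC1 promoter→luciferase), 1500 cells/well in Opti-MEM + 10% FBS, 2 h settle, then compound 24 h at 37 °C. Luminescence after 10 min with Amplite reagent.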
Rab9 prom act: Rab9 promoter activation | 2.8% of 320,000 active | AID 485297 | Huh7 Rab9 promoter-luciferase reporter, luminescence, 24 h | Potency, µM (highest dose often 9.22 µM), for inactives: at the highest dose activation, negative = inhibition, most hits filed as activators; note: % of control where 0% means no effect; nearly all actives have a fitted effect of over 60% in size
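Steps: seed 1500 Huh7 Rab9-luc cells per well, rest 2 h at 37 °C; add compound in DMSO; incubate 24 h; add luciferase reagent, 10 min ambient; read luminescence.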
p53 reactivation: restores transcriptional activity of mutant p53; H1299 p53-A138V BP100-luciferase reporter, luminescence, 24 h; Potency, µM (doses to about 92.2 µM), for the others: at the top dose activity change, positive = activation, actives largely listed as activators; 0.063% of 320,000 active; AID 504706; note: % of control where 0% means no effect; nearly all actives have a fitted effect of over 45% in size
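p53-null H1299 cells stably carrying temperature-sensitive p53-A138V and a BP100-luciferase reporter were pinned with compounds (4-point, 1:5 series) and held 24 hrs at 37 deg C. Luminescence was read 10 min after detection reagent.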
VP16 counter: counter-screen for ROR gamma inhibitors: Gal4-VP16 reporter. 3.5% of 310,000 active. Potency, µM (highest dose often 53.6 µM), without a hit: at the top dose activity, negative = inhibition, usual class: inhibitors. AID 2546. Drosophila S2 Gal4-VP16 UAS-luciferase, luminescence, 20 h;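 note: Gal4-VP16 expression switched on by copper sulfate through the metallothionein promoter; % is set by controls: 0 for no effect and ±100 for the full control effect; nearly all actives have a fitted effect of over 50% in size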
An asterisk follows results filed as active; ? = inconclusive; . = not tested or not shown; & = joins results of further samples; [ ] = dose if it differs, or a comment. Unless noted, calls come from the whole dose curve; as a rule, active = well fitted curve in the direction sought with a large enough effect; inconclusive = small, poorly fitted or top-dose-only effect, or another doubt; inactive = no such curve, though single readings can be large; an effect the other way counts as inactive or inconclusive. Potency is the fitted concentration of half-maximal effect.

SMILES | BRCA1 expr up | MBNL1-CUG inh | ELG1 genotox | FLuc modulator | uPA surface inh | RORg inh | MLL CXXC-DNA inh | NPC1 promoter act | Rab9 prom act | p53 reactivation | VP16 counter
CNc1ccc(/C=C(\CCC(=O)O)c2nc3ccccc3s2)cc1[N+](=O)[O-] | -31% | . | 10% | -16% | 2% | 29% | ? | -7% | 0% | -3% | -9%
Cc1cc(SCC(=O)c2ccccc2)n2ncc(-c3ccccc3)c2n1 | ? | . | 9% | 9.5µM* | 10% | -13% | -1% | 5µM* | 3.5µM* | 8% | -8%
Fc1ccc(CCNC(=S)Nc2ccc(F)cc2)cc1 | 81% | -5% | 2% | ? | 0% | 1µM* | 10% | 11% | 24% | ? | 0.89µM*
Cn1nc(-c2ccc(N3CCN(CCO)CC3)c([N+](=O)[O-])c2)c2ccccc2c1=O | -45% | ? | 4% | 0% | -7% | ? | -6% | -4% | -7% | -5% | -1%
CN(C(=O)COC(=O)c1cc(F)c(F)cc1Cl)c1ccccc1 | -1% | -3% | 7% | -3% | -1% | 15% | 17% | -7% | 0% | -1% | ?
CCN(CC)S(=O)(=O)c1ccc(NC(=O)Cn2c(=O)sc3ccccc32)cc1 | -46% | 4% | -5% | 0% | -3% | -18% | -1% | 2% | 23% | -5% | -10%
C#CCn1cc[n+](CC(=O)N(C)C)c1 | -6% | -5% | -4% | 0% | 5% | 0% | 0% | -3% | 1% | 2% | 0%
O=C(N/N=C/c1ccccc1[N+](=O)[O-])c1ccc2nc[nH]c2c1 | ? | . | ? | 13µM* | -4% | 6% | -5% | ? | 2.8µM* | 15% | 1%
Cc1cccc(NC(=O)CSc2ccc3nnc(-c4cccnc4)n3n2)c1 | -7% | 1% | 7% | 2% | 7% | 10% | -2% | -4% | 9% | -8% | -1%
CC1(C)Oc2ccc3ccc(=O)oc3c2/C(=C/Nc2ccccc2)C1=O | -32% | 6% | -6% | 6% | -1% | -31% | 1% | -2% | -2% | 0% | -11%
COc1ccc(-c2oc3cc(O)c(OC)c(O)c3c(=O)c2OC)cc1 | -33% | 14% | 18% | 19µM* | ? | ? | -16% | -20% | -1% | 8% | 23%
Cn1cnnc1SCC(=O)NN(c1ccccc1)c1ccccc1 | 14% | . | -1% | 1% | 7% | 4% | 1% | -4% | -4% | -5% | 3%
CNC(=O)/C(C#N)=C/c1cc(C)n(-c2ccc(N3CCOCC3)cc2)c1C | 4% | ? | ? | 5% | 4% | 0% | 6% | 5% | 10% | -2% | 1%
COc1ccc(CCNC(=O)CSc2nnc(Cc3cccn3C)n2C)cc1OC | 27% | -6% | 8% | 2% | 2% | -11% | -1% | -2% | -1% | -1% | 4%
CCOC(=O)C1CCN(C(=O)c2c(-c3c(F)cccc3Cl)noc2C)CC1 | -1% | -16% | -3% | -1% | -2% | 5% | -11% | 0% | 10% | 11% | -3%
CSc1ncccc1C(=O)Nc1ccc(F)c(F)c1F | 13% | -1% | 4% | -1% | -4% | -10% | 6% | -4% | -11% | -1% | 9%
CCOC(=O)c1ccccc1NC(=S)N1CCC(C)CC1 | -2% | . | 2% | 4% | -17% | 13µM* | ? | 0% | -1% | 9% | ?
COc1ccc(C)cc1NC(=O)CN(C)S(=O)(=O)c1ccc2c(c1)c(=O)n(C)c(=O)n2C | 2%&12% | -2% | -5% | -2%&-3% | -1% | ? | . | 1% | 0% | -2% | -3%
CCCCN(C(=O)c1cc(-c2ccc(F)cc2)nc2ccccc12)c1c(N)n(CCCC)c(=O)[nH]c1=O | -70% | . | 0% | -4% | -3% | . | . | -9% | 0% | -4% | .
OC(COc1ccc(OCC(O)CN2CCCCCC2)cc1)CN1CCCCCC1 (stereo not drawn) | -46% | -7% | 1% | 6% | 8% | 7% | 6% | 2% | 4% | -1% | -12%
CCOC(=O)c1ccc(S(=O)(=O)NC2CCCCCCC2)n1C | -15% | -14% | 2% | 1% | -3% | 1% | 2% | 0% | -8% | -9% | -2%
Cc1ccc(-c2nc(CS(=O)CC(=O)NCCN3CCCCC3C)c(C)o2)cc1 (stereo not drawn) | 12% | -2% | 0% | -2% | -17% | -16% | 2% | -7% | -8% | 3% | -2%
Cc1cc(NC(=O)CSc2nnc(Cn3c(=O)sc4ccccc43)n2-c2ccccc2C)no1 | 4% | 4% | 0% | 2% | 1% | -9% | -2% | 0% | -3% | -2% | 0%
O=C(O)C1CCCCC1C(=O)NCCc1cccc(Cl)c1 (stereo not drawn) | -8% | -9% | -4% | 2% | -7% | 1% | 2% | 15% | 13% | 1% | -14%
OCCNc1nc(Nc2ccccc2)nc(Nc2ccccc2)n1 | 1% | -6% | -3% | -12% | 0% | 5% | -1% | 12% | 0% | 0% | -1%
COc1ccc(N/C(N)=N/c2nc(C)cc(=O)[nH]2)cc1 | 4% | -6% | 5% | -1% | 5% | 3% | 1% | -6% | -3% | 3% | -8%
O=C1CC(c2ccc3c(c2)OCO3)Sc2nc3ccccc3n21 (stereo not drawn) | ? | -7% | ? | 1.5µM* | -24% | 7% | -5% | 4µM* | 18% | 20% | -15%
O=P(c1ccccc1)(c1ccccc1)C(O)c1ccncc1 (stereo not drawn) | 6% | 2% | -4% | 2% | -10% | 11% | 1% | 3% | 6% | -21% | 6%
Cn1c(SCC(=O)Nc2ccccc2F)nnc1-c1cccs1 | -13% | 0% | 2% | 4% | -2% | 10% | 29% | -7% | 3% | 7% | -5%
Cc1cccc(NC(=O)CSc2nc3ccccc3nc2N2CCCC2)c1C | -9% | 2% | -5% | -7% | 4% | ? | . | -11% | 5% | -6% | -11%
O=C(CC12CC3CC(CC(C3)C1)C2)Nc1cccc2ncccc12 | 1% | 4% | 3% | 4% | . | 5% | 6% | 0% | 3% | -1% | 10%
N/C(Cc1ccc([N+](=O)[O-])cc1)=N\OC(=O)c1ccc([N+](=O)[O-])cc1 | -12% | ? | -1% | -4% | -5% | -16% | -2% | -3% | -1% | 5% | 9%
COc1cc(NC(=O)c2cccnc2)c(OC)cc1NC(=O)c1ccc(Br)cc1 | -16% | 0% | -2% | 0% | -2% | 8% | 5% | 0% | 0% | 0% | -7%
CCCCNC(=O)O[C@H]1C[C@@H]2CCN3C(=O)CCC(C)(C)[C@H](C1)[C@H]23 | -1% | -1% | 0% | 1% | -18% | -3% | 5% | 0% | -2% | 6% | 3%
Nn1c(SCc2c(F)cccc2F)nnc1-c1ccccn1 | 5.6µM* | 9% | 16µM* | 13µM* | -5% | -3% | -3% | 2µM* | 3.2µM* | 7% | 6%
O=C(CC(=O)N/N=C\c1c(Cl)cccc1Cl)NCc1ccccc1 | -30% | 3% | -2% | 3% | 2% | 38% | -5% | 0% | 1% | -6% | -8%
COc1cccc(-n2cc(C(=O)NCCCOC(C)C)c3ccccc3c2=O)c1 | 4% | 0% | -3% | 6% | -2% | 5% | 14% | -2% | 1% | -4% | 7%
CC(C)Nc1nnc(SCC(=O)Nc2ccc3c(c2)C(=O)c2ccccc2C3=O)s1 | ? | . | -4% | ? | -9% | -45% | 11% | ? | 3.5µM* | ? | -9%
CC1CCCN(CC(=O)N2c3ccccc3Sc3ccccc32)C1 (stereo not drawn) | -11% | 0% | -2% | 3% | 8% | 21% | 5% | -5% | 2% | -2% | -11%
CC(C)CCNC(=O)CCn1nc(-c2ccccc2)ccc1=O | -15% | 4% | 0% | 2% | 2% | 12% | 0% | -3% | 2% | -6% | -4%
Nc1cc(N)nc(SCC(=O)Nc2cc(S(=O)(=O)N3CCOCC3)ccc2Cl)n1 | 4% | 10% | -9% | -6% | -15% | -1% | 1% | 1% | -1% | 2% | -14%
COC(=O)c1c(C(=O)OC)c2n(c1C)Cc1ccccc1C2 | 0%[1.84 µM] | 6% | -11% | 2% | -1% | 35% | 1% | -4% | 3% | -1% | -9%
Nc1c(-c2n[nH]c(=S)n2-c2ccc(Cl)cc2Cl)cnn1-c1ccccc1 | -3% | -10% | 0% | 2% | 2% | 2.8µM* | -5% | -2% | -2% | -2% | -19%
O=C(CCCSc1nc2ccccc2[nH]1)NCc1ccccc1Cl | -5% | -4% | -2% | -18% | 3% | ? | 19% | 0% | -3% | 0% | 2%
CN(C)C(=S)NC(C)(C)C | -3% | . | 0% | -1% | 6% | 2% | -1% | 0% | 1% | 0% | -1%

Only part of the results is shown; count on the stated rates, not on these rows.
